Screens from PubChem.
APE1 inh = qHTS Assay for Inhibitors of the Human Apurinic/apyrimidinic Endonuclease 1 (APE1) | DNA repair nuclease/redox regulator APEX1 (Homo sapiens), P27695 | recombinant APE1, TAMRA/BHQ-2 abasic DNA cleavage fluorescence | Potency, µM (doses to about 65.8 µM), inactives show at the top dose activity change, negative = inhibition, actives largely listed as inhibitors | 350,000 tested, 0.35% active | AID 2517, 2012;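 note: potency is the fitted concentration of half-maximal effect; plate controls were vehicle for no effect and reference inhibitor for full effect; nearly all actives have a fitted effect of over 55% in size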
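Substrate: short duplex with […] THF abasic site, 5'-TAMRA and 3'-BHQ-2, 50 nM final. APE1 at 0.75 nM, preincubated 15 min RT with compound. Fluorescence increase from first to third read measured activity.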
LDHA block = qHTS assay for inhibitors of human lactate dehydrogenase | activity change, % (values are at about 110 or 230 µM) | purified LDHA, NADH/diaphorase-resazurin fluorescence; hits give low values | 480,000 tested, 0.15% active | AID 1347041, 2019; in the data active = activity change below about -30%; inconclusive = mostly about -25% to -30%;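 note: plate controls were DMSO wells for no effect and wells without enzyme for full effect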
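Human LDH5 at 2 nM final in Tris HCl pH 7.4 with 0.06 mM NADH and 0.2 mM pyruvate, reacted 5 minutes at room temperature. Remaining NADH coupled via diaphorase/resazurin; resorufin fluorescence read at 0 and 20 minutes, normalized to enzyme-free and DMSO wells.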
POLK inh = qHTS for Inhibitors of Polymerase Kappa | purified Pol kappa, fluorescent DNA synthesis assay, 10 min | Potency, µM (titrated, usually from 107 µM), for the others: at the top dose activity, negative = inhibition, actives largely listed as inhibitors | 400,000 tested, 0.53% active; note: potency is the fitted concentration of half-maximal effect; % is set by controls: 0 for no effect and ±100 for the full control effect
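50 nM final substrate added after 15 min RT preincubation of 10 nM Pol kappa with compound; fluorescence read at 0 and 10 min.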
BLM helicase inh = qHTS Assay for Inhibitors of Bloom's syndrome helicase (BLM) | Potency, µM (highest dose often 56.1 µM), without a hit: at the highest dose activity change, negative = inhibition, usual class: inhibitors | 350,000 tested, 0.2% active | RecQ-like DNA helicase BLM (Homo sapiens), P54132 | recombinant BLM DNA unwinding, fluorescence dequenching;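 note: potency is the fitted concentration of half-maximal effect; plate controls were vehicle for no effect and no enzyme for full effect; nearly all actives have a fitted effect of over 35% in size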
POLI inh = qHTS for Inhibitors of Polymerase Iota; DNA polymerase iota (Homo sapiens), Q9UNA4; Pol iota fluorescent replication assay, 10 min; Potency, µM (top dose mostly 115 µM), inactives show at the highest dose activity, negative = inhibition, actives largely listed as inhibitors; 390,000 tested, 1% active; note: potency is the fitted concentration of half-maximal effect
Target sequence (Q9UNA4 whole entry, looked up): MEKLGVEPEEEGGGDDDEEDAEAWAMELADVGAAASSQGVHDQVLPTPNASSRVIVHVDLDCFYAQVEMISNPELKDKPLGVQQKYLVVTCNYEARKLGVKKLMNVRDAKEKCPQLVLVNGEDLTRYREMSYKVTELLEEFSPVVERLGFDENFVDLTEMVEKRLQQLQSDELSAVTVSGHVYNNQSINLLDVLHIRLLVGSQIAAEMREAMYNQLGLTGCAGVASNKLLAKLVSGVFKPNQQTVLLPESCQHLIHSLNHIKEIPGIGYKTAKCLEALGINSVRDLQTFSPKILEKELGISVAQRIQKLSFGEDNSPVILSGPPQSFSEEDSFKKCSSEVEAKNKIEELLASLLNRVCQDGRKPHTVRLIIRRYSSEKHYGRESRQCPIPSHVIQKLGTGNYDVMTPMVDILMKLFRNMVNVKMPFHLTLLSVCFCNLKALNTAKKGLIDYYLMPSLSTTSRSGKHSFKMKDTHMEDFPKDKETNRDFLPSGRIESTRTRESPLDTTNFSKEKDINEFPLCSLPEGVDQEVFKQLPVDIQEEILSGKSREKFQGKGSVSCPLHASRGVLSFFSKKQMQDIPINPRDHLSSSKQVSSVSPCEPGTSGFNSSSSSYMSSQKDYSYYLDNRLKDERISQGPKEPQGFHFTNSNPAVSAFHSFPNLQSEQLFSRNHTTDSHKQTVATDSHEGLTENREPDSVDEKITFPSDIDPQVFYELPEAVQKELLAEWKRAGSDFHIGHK
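Fluorescent replication assay read twice, at 0 min and 10 min after adding 50 nM (final) substrate. Enzyme (10 nM) and compounds were first incubated 15 min at room temperature; enzyme-free buffer wells were negative controls.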
POLB inh = qHTS Assay for Inhibitors of DNA Polymerase Beta | P06746 | AID 485314, 2010 | Pol beta primer extension/strand displacement, fluorescence kinetic | Potency, µM (highest dose often 114 µM), inactives show at the highest dose activity change, negative = inhibition, actives largely listed as inhibitors | 340,000 tested, 1.3% active; note: potency is the fitted concentration of half-maximal effect; % is set by controls: 0 for no effect and ±100 for the full control effect
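Reaction started by 50 nM substrate onto compound-treated Pol beta (10 nM, 15 min preincubation, room temperature); plates read at 0 min and 10 min. Normalized concentration-effect data fitted by four-parameter Hill equation.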
Glioma ERSR ind = qHTS for Inducers of the Endoplasmic Reticulum Stress Response (ERSR) in Human Glioma: qHTS. U87-MG GRP78 promoter luciferase reporter, 16 h. Potency, µM, for inactives: at the highest dose activation, hits mostly activators. 420,000 tested, 0.02% active; note: potency is the fitted concentration of half-maximal effect; series mostly up to about 76 µM; % of control where 0% means no effect; nearly all actives have a fitted effect of over 35% in size
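Stably transfected U87-MG glioma cells carrying a GRP78-based luciferase sensor; 16 h compound incubation. Luminescence end-point read 10 min after Bright-Glo addition at room temperature.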
Apoferritin bind = qHTS Assay for Identification of Novel General Anesthetics. AID 485281, 2010. Ferritin light chain (Equus caballus), P02791. Potency, µM (series often up to 77.5 µM), for inactives: at the top dose activity change, negative = displacement, actives largely listed as inhibitors. 350,000 tested, 0.074% active. apoferritin/1-aminoanthracene competitive binding, fluorescence; note: potency is the fitted concentration of half-maximal effect; % is set by controls: 0 for no effect and ±100 for the full control effect; nearly all actives have a fitted effect of over 20% in size
Target sequence (P02791 2-175 limits assumed): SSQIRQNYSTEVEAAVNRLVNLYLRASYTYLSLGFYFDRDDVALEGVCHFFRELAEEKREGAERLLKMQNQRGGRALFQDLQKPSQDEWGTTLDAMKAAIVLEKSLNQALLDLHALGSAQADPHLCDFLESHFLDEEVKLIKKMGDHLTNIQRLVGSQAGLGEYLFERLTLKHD
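In PBS, apoferritin at 10 uM is loaded with 1-AMA from a 50% saturated solution. After 10 min of compound exposure at ambient temperature, reduced 535 nm fluorescence indicates probe displacement.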
Pol eta inh = qHTS for Inhibitors of Polymerase Eta; 390,000 tested, 1.2% active; AID 588591, 2011; Potency, µM (titrated, usually from 114 µM), inactives show top-dose activity change, negative = inhibition, hits mostly inhibitors; recombinant Pol eta, fluorescent DNA replication assay; DNA polymerase eta (Homo sapiens), Q9Y253; note: potency is the fitted concentration of half-maximal effect; % is set by controls: 0 for no effect and ±100 for the full control effect
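Fluorescent replication assay: 50 nM final substrate added after a 15 min room-temperature compound preincubation with 10 nM enzyme. Signal taken at 0 min and again at 10 min.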
* hit, by the source's call; ? = inconclusive; nt = no result given; & = joins results of further samples; [ ] = remark or other dose. Unless noted, calls come from the whole dose curve; as a rule, active = well fitted curve in the direction sought with a large enough effect; inconclusive = small, poorly fitted or top-dose-only effect, or another doubt; inactive = no such curve, though single readings can be large; an effect the other way counts as inactive or inconclusive. This is a subset. The share of hits here may be higher or lower than overall.

Order of values – APE1 inh	LDHA block	POLK inh	BLM helicase inh	POLI inh	POLB inh	Glioma ERSR ind	Apoferritin bind	Pol eta inh
- CCOc1ccc(-n2c(=O)c3c(C)c(C(=O)N(C)C)sc3n(CC(=O)Nc3ccccc3F)c2=O)cc1
→ 5%	0	2%	-1%	118%[activator]	1%	-4%	-8%	-20%
- Cc1cc(C)c(NC(=O)Cn2nnc(-c3nc(-c4ccncc4)no3)c2N)c(C)c1
→ nt	-12	1%	-11%	20%	15%	nt	-14%	nt
- Cc1c(Cl)cccc1NC(=S)NNS(=O)(=O)c1ccc([N+](=O)[O-])cc1
→ 60%[activator]	-3	-12%	-4%	-10%	-3%	-2%	-2%	-11%
- c1ccc(-n2c3ccccc3c3ccccc32)cc1
→ -5%	4	6%	-6%	8%	0%	1%	8%	-25%
- Cc1nc2c(c(C)c1CCC(=O)Nc1cccc(C(F)(F)F)c1)c(=O)n(C)c(=O)n2C
→ nt	-3	7%	-3%	11%	31%	-4%	-10%	-16%
- CCC(C)(C(=O)Nc1c(C)cccc1C)N(C)C(=O)c1ccc2ccccc2n1 (stereo not given)
→ -4%	-1	?	-1%	?	-3%	-5%	-8%	?
- CCCCNc1nc2ccccc2[nH]1
→ 13%	1	-9%	1%	4%	19%	2%	-5%	-7%
- CCCN(C(=O)c1cc2c(s1)-c1c(C)cccc1OC2)c1ccc(OCC)cc1
→ nt	1	7%	-6%	42%	22%	-1%	5%	-20%
- CCC(CC)C(=O)Nc1ccccc1SCc1cc(=O)c2cccc(C)c2[nH]1
→ nt	-5	-3%[60.1 µM]	2%	-3%	7%	-5%	-5%	-4%
- Cn1c(CN2CCCC2)nc2cc(NC(=O)C3CCCCC3)ccc21
→ 0%	-1	-14%	-2%	6%	26%	-3%	-13%	-6%

9 compounds out of the list, arranged by SMILES length, rising:
Order of values – APE1 inh	LDHA block	POLK inh	BLM helicase inh	POLI inh	POLB inh	Glioma ERSR ind	Apoferritin bind	Pol eta inh
- CCCCNc1nc2ccccc2[nH]1
→ 13%	1	-9%	1%	4%	19%	2%	-5%	-7%
- c1ccc(-n2c3ccccc3c3ccccc32)cc1
→ -5%	4	6%	-6%	8%	0%	1%	8%	-25%
- Cn1c(CN2CCCC2)nc2cc(NC(=O)C3CCCCC3)ccc21
→ 0%	-1	-14%	-2%	6%	26%	-3%	-13%	-6%
- CCC(CC)C(=O)Nc1ccccc1SCc1cc(=O)c2cccc(C)c2[nH]1
→ nt	-5	-3%[60.1 µM]	2%	-3%	7%	-5%	-5%	-4%
- CCC(C)(C(=O)Nc1c(C)cccc1C)N(C)C(=O)c1ccc2ccccc2n1 (stereo not given)
→ -4%	-1	?	-1%	?	-3%	-5%	-8%	?
- Cc1c(Cl)cccc1NC(=S)NNS(=O)(=O)c1ccc([N+](=O)[O-])cc1
→ 60%[activator]	-3	-12%	-4%	-10%	-3%	-2%	-2%	-11%
- Cc1cc(C)c(NC(=O)Cn2nnc(-c3nc(-c4ccncc4)no3)c2N)c(C)c1
→ nt	-12	1%	-11%	20%	15%	nt	-14%	nt
- Cc1nc2c(c(C)c1CCC(=O)Nc1cccc(C(F)(F)F)c1)c(=O)n(C)c(=O)n2C
→ nt	-3	7%	-3%	11%	31%	-4%	-10%	-16%
- CCOc1ccc(-n2c(=O)c3c(C)c(C(=O)N(C)C)sc3n(CC(=O)Nc3ccccc3F)c2=O)cc1
→ 5%	0	2%	-1%	118%[activator]	1%	-4%	-8%	-20%

Next part
Order of values – APE1 inh	LDHA block	POLK inh	BLM helicase inh	POLI inh	POLB inh	Glioma ERSR ind	Apoferritin bind	Pol eta inh
- O=C(CN1CCCCCCC1)N/N=C/c1ccc(F)cc1F
→ 13%	-14	-5%	3%	0%	29%	0%	-9%	?
- CCc1ccc(NC(=O)CN(C)S(=O)(=O)c2ccc3[nH]c(=O)oc3c2)cc1
→ 46%	-1	0%	-1%	-25%	1%	1%	0%	-9%
- O=C(Nc1ccc(S(=O)(=O)N2CCCCC2)cc1)C1CCCN(C(=O)c2ccc(Cl)cc2)C1 (stereo not given)
→ 3%	4	-3%	-6%	-19%	-2%	-4%	-13%	-16%
- COc1cccc(NC(=O)C2CCCN(S(=O)(=O)c3c(C)[nH]c(=O)[nH]c3=O)C2)c1 (stereo not given)
→ nt	-14	8%	1%	14%	30%	-3%	0%	-8%
- NC(N)=N/N=C/c1ccc2cccc(OCc3ccccc3)c2n1
→ 0%	10	-5%	80%[activator]	136%[activator]	0%	0%	-6%	-4%
- CCN(C(=O)CCS(=O)(=O)c1cccc2nsnc12)c1cccc(C)c1
→ 8%	-1&1	-10%&-26%	-3%&2%	84%&75%[activator]	9%&-1%	0%&-2%	-18%&-13%	-21%&-2%
- C=CCn1c(C)cc(C(=O)Cn2c(C(C)O)nc3ccccc32)c1C (stereo not given)
→ 1%	-1	-1%	-1%	137%[activator]	61%	-2%	?	-19%
- CCCNS(=O)(=O)c1ccc(OCC(=O)NCc2ccc3c(c2)OCO3)cc1
→ -2%	4	8%	-4%	8%	-23%	-1%	0%	9%
- COc1ccc(C(=O)N/C(=C\c2ccco2)C(=O)NCc2ccco2)cc1
→ 48%[activator]	-2	-23%	-1%	?	0%	-4%	-7%	-4%
- O=C(NCCCN1CCCC1=O)C(=O)Nc1cccc(F)c1
→ -1%	-7	-6%	nt	-2%	nt	-6%	nt	-12%
- COc1ccccc1N(CC(=O)N/N=C/c1c(O)ccc2ccccc12)S(C)(=O)=O
→ -7%	18	-7%	-5%	1%	?	-5%	-4%	-18%
- Cc1cccc(NC(=O)C2CC(=O)n3ncnc3N2)c1 (stereo not given)
→ -1%	-12	-5%	-1%	35%[activator]	12%	-9%	-5%	-18%
- Cc1ccc(S(=O)(=O)N(C)c2nc3ccccc3n3c(C(C)C)nnc23)cc1
→ -1%	-4	-13%	-3%	-1%	-11%	1%	-8%	-14%
- O=[N+]([O-])c1ccc(-c2csc(N3CCCCCC3)n2)cc1
→ -15%	0	-8%	-11%	143%[activator]	?	0%	-10%	-25%
- CCOc1ccc(C(=O)NCc2ccccn2)cc1
→ 2%	2	-7%	2%	-25%	0%	2%	-6%	-13%
- CN(CC(=O)Nc1ccccc1C(=O)NC1CC1)Cc1cccs1
→ -15%	-4	6%	nt	33%	nt	-3%	nt	-19%
- O=C(COc1ccc(F)cc1)Nc1cc(S(=O)(=O)N2CCCCC2)ccc1N1CCCCC1
→ -15%	8	-13%	nt	21%	nt	-2%	nt	-11%
- CN(C)CCCNC(=O)c1ccc(Cl)c(S(=O)(=O)N(C)c2ccccc2)c1
→ ?	0	-16%	-4%	13%	6%	-2%	-8%	7%
- CCc1nn2cc(C(=O)c3cc(Cl)ccc3O)cnc2c1-c1ccc(F)cc1
→ 0%	1	-6%	-11%	151%[activator]	-1%	-4%	-7%	-9%
- COCCN1C(=O)N[C@@H](c2ccc(Br)cc2)C(C(=O)OC)=C1C
→ ?	nt	nt	-2%&-1%	nt	16%	nt	-11%	nt
- CC(C)(CO)NS(=O)(=O)c1ccc2c(c1)C(=O)c1cc(S(=O)(=O)NC(C)(C)CO)ccc1-2
→ -7%	-3	4%	-4%	37%[activator]	-2%	2%	-2%	-8%
- O=C(CCN1CCCCCC1)Nc1ccc2c(c1)OCCO2
→ -4%	-12	-5%	1%	168%[activator]	-25%	-5%	0%	-20%
- Cc1ccc(NC(=O)Cn2c(=O)oc3cc(S(=O)(=O)N4CCC(C)CC4)ccc32)cc1Cl
→ nt	0	2%	-7%	-1%	?	3%	-8%	3%
- C=CCn1c(SCC(=O)NC(=O)c2cccc([N+](=O)[O-])c2)nnc1-c1ccccc1F
→ -1%	-2	1%	-1%	13%	25%	-2%	?	-16%
- Cc1ccc(NC(=O)Cn2c(=O)cnc3ccccc32)cc1S(=O)(=O)N1CCOCC1
→ 7%	1	11%	nt	12%	nt	2%	nt	-5%
- COc1ccc(CC(=O)O/N=C(\N)c2ccc(OC)cc2)cc1
→ -7%	-2	-5%	3%	96%[activator]	23%	1%	-9%	-14%
- COc1cc(CC(=O)Nc2sc3c(c2C(N)=O)CCCC3)cc(OC)c1OC
→ 0%	-2	0%	-7%	1%	2%	0%	-5%	-2%
- CN(Cc1cccs1)CC(O)COCc1ccco1 (stereo not given)
→ 0%	-7	-5%	2%	11%	-1%	-1%	2%	0%
- O=S(=O)(NCC(c1ccco1)N1CCCCC1)c1ccccc1C(F)(F)F (stereo not given)
→ -7%	-11	-5%	nt	-20%	nt	-6%	nt	-19%
- Oc1ccc(N=Nc2n[nH]c(-c3ccc(Cl)cc3)n2)cc1
→ -6%	-5	-10%	-9%	42%[activator]	2%	4%	?	-20%
- CCC(=O)N1c2ccccc2-c2nnc(SC)nc2OC1c1ccc(OC)c(OC)c1 (stereo not given)
→ 1%	0	1%	-1%	-28%	23%	-2%	-9%	-20%
- Nc1nc(NCCO)nc(NC2CCCCC2)c1[N+](=O)[O-]
→ -3%	-9	-9%	-2%	24%	8%	-4%	-1%	-16%
- O=C(O)Cc1sc(NCCc2ccccc2)nc1-c1ccc(F)cc1
→ 47%[activator]	-3	2%	-3%	?	1%	4%	-2%	-1%
- O=C(O)c1ccc(/C=N/Nc2nnnn2-c2ccccc2)cc1
→ 15%	-6	-5%	2%	174%[activator]	49%	-3%	-1%	-18%
- O=C(Cn1cc(C(F)(F)F)cc(Cl)c1=O)NCC1COc2ccccc2O1 (stereo not given)
→ -2%	-8	2%	nt	12%	nt	-1%	nt	-16%
